Compound activity: PubChem BioAssay, National Center for Advancing Translational Sciences (NCATS)
Cycloheximide cs: affects cycloheximide protein synthesis inhibition readout, counter-screen; max response, %; AID 2314; cell reporter, cycloheximide protein synthesis inhibition counterscreen; 12% of 300,000 active; in the data active means max response mostly above about 13%, no sharp cut-off; inactive means mostly below about 14%; further: read at 38.3 µM for the half of the compounds with a filed dose; 0% is about no effect
Pf growth 96h: P. falciparum growth inhibition at 96 hour, primary screen for plastid delayed-death inhibitors. P. falciparum luciferase reporter growth, 96 h. Potency, µM (top dose mostly 28.7 µM), without a hit: top-dose activity change, negative = inhibition, usual class: inhibitors. 6.9% of 320,000 active; further: potency means the concentration at half of the fitted maximal effect; on the % scale 0 is the no-effect control and ±100 the full control effect
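Two-generation exposure (96 h) targets delayed-death phenotype. Reporter parasites carrying integrated firefly luciferase, in red cells at 2% hematocrit and 0.05% parasitemia final, kept at 37 C, 5% CO2; luminescence loss indicates inhibition.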
Shiga toxin inh: blocks Shiga toxin action in Vero cells. Vero cells, Shiga toxin protein synthesis inhibition reporter. inhibition, % at 38.7 µM. 9.2% of 290,000 active; in the data active means inhibition mostly above about 28%, no sharp cut-off; inactive means mostly below about 43%; further: 0% is about no effect
HCV inhibitor: blocks hepatitis C virus. 3.4% of 340,000 active. Huh7.5.1 HCVcc-Cre infection, luciferase reporter, 44 h. AID 651820. Potency, µM (top dose mostly 41.8 µM), inactives show at the highest dose activity change, negative = inhibition, hits mostly inhibitors; further: potency means the concentration at half of the fitted maximal effect; on the % scale 0 is the no-effect control and ±100 the full control effect
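Cells (1,000/well) were plated 4 h before compound, then infected with HCVcc-Cre virus (~0.5 moi). After 44 h further culture, infection was read as luciferase luminescence following a 15 min substrate incubation at room temperature.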
LmPK inh: LmPK (Leishmania mexicana) enzyme inhibition | Q27686 | purified LmPK, Kinase-Glo ATP luminescence, 1 h | Potency, µM (series often up to 57.5 µM), inactives show top-dose activity change, negative = inhibition, actives largely listed as inhibitors | 0.37% of 290,000 active | AID 1721; further: potency means the concentration at half of the fitted maximal effect; on the % scale 0 is the no-effect control and ±100 the full control effect
Target sequence (Q27686 whole entry, looked up): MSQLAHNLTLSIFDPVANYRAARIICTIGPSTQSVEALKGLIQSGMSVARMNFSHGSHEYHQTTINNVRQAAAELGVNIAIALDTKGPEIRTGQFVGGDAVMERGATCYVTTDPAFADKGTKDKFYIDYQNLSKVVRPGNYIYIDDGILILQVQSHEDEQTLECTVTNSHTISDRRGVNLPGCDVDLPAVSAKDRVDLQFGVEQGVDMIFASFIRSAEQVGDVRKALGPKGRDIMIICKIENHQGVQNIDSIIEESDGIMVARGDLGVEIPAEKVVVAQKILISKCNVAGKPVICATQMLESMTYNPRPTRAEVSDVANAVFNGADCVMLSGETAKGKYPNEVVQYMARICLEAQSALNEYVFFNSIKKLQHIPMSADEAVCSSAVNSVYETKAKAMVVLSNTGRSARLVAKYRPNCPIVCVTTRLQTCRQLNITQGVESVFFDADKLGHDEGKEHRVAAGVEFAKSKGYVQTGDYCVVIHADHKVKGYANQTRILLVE
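Kinase-Glo luminescence read after 1 h RT reaction of 0.1 nM LmPK with 0.5 mM PEP and 0.1 mM ADP. Activity scaled between uninhibited and enzyme-free controls.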
TbPYK inhibitor: inhibitors of Trypanosoma brucei pyruvate kinase; Q57TT1; TbPYK enzyme, Kinase-Glo Plus ATP luminescence, 45 min; Potency, µM (highest dose often 76.8 µM), for inactives: at the top dose activity, negative = inhibition, hits mostly inhibitors; 0.12% of 410,000 active; AID 624173; further: potency means the concentration at half of the fitted maximal effect; on the % scale 0 is the no-effect control and ±100 the full control effect; nearly all actives have a fitted effect of over 50% in size
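Luminescence from Kinase-Glo Plus, added after a 45-minute room-temperature reaction, served as the end-point read-out. The enzyme and substrate were preincubated with compound before ADP (130 uM final) initiated turnover. Concentration-effect curves came from normalized qHTS data.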
Pf growth 48h: inhibits P. falciparum growth in the first generation, 48 h. P. falciparum luciferase growth in erythrocytes, 48 h. Potency, µM (series often up to 28.7 µM), for the others: at the highest dose activity change, negative = inhibition, actives largely listed as inhibitors. 5.9% of 310,000 active. AID 504832; further: potency means the concentration at half of the fitted maximal effect; on the % scale 0 is the no-effect control and ±100 the full control effect
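Growth was read as firefly luciferase luminescence after a 48 h, 37 C, 5% CO2 exposure of compounds to reporter-bearing P. falciparum cultures (0.1% parasitemia, 2% hematocrit final) in Albumax-supplemented RPMI 1640.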
Numbers without * were called inactive; i = inactive; ? = inconclusive; . = not tested or not shown; & = joins results of further samples; [ ] = another dose, or the depositor's remark. Unless noted, the call rests on the fitted dose curve; in most records, active means well fitted curve in the direction sought with a large enough effect; inconclusive means small, poorly fitted or top-dose-only effect, or another doubt; inactive means no such curve, though single readings can be large; an effect the other way counts as inactive or inconclusive.

SMILES	Cycloheximide cs	Pf growth 96h	Shiga toxin inh	HCV inhibitor	LmPK inh	TbPYK inhibitor	Pf growth 48h
C[N+]1(CC(O)c2ccccc2)CCCCCC1 (stereo unspecified)	3	12%	-11	5%	3%	0%	?
C=CCn1c(COc2cc(C)ccc2C(C)C)nnc1SCC(=O)c1c(N)n(C)c(=O)n(C)c1=O	-4	?	-12	0%	-1%	1%	-15%
CCN(CC)C(=O)c1ccccc1NC(=O)CN1C(=O)c2ccccc2C1=O	-1	3%	8	26%	2%	4%	-7%
CSc1nc2ncnc(N)c2[nH]1	-1	37%[activator]	25	24%	0%	0%	3%
CCCn1c(N/N=C(C)\C=C\c2ccccc2)nc2c1c(=O)[nH]c(=O)n2C	-2	19%	-17	.	-4%	.	-15%
CCCn1c(C(Cc2ccccc2)NC(=O)COC)nc2ccccc21 (stereo unspecified)	-1	-4%	-3	-6%	-4%	2%	-6%
CC1=C(C(=O)OC(C)C)C(c2coc3ccccc3c2=O)C2=C(CCCC2=O)N1 (stereo unspecified)	-3	-8%	-7	10%	2%	1%	.
CC(=O)c1cccc(OCc2cc(C(=O)N(C)Cc3cnccn3)no2)c1	51*	-21%	88*	-4%	2%	-2%	?
O=C(Nc1ccc2c(c1)OCCO2)C1CC(c2ccccc2Cl)=NO1 (stereo unspecified)	61*	185%[activator]	117*	-2%	-5%	2%	62%[activator]
CCOC(=O)C1CCN(Cc2nnc(-c3cccc(Br)c3)o2)CC1	-1	-17%	-4	4%	2%	-7%	36%[activator]
CCn1c(CNC(=O)c2cccs2)nnc1SCC(=O)Nc1cc(Cl)ccc1C	2	?	4	-25%	0%	-2%	?
CCOC(=O)C1CCN(S(=O)(=O)c2nc3nc(C)cc(C)n3n2)CC1	0	10µM*	-19	5%	-13%	-2%	2%
Brc1ccc(/C=N/Nc2ccc3ccccc3n2)cc1	55*	?	120*	12%	-6%	1%	93%[activator]
Cc1c(Cl)cccc1NC(=O)CCCn1nc([N+](=O)[O-])cc1C	-3	?	-3	-3%	-3%	3%	6%
Cc1ccccc1NC(=O)Cc1nc(COC(=O)CCOc2ccccc2)cs1	-3	1%	9	.	-3%	2%	-2%
CCCOc1ccc(NC(=O)c2cc3cc(C)ccc3[nH]2)cc1	0	12µM*	-6	-9%	-1%	-1%	-10%
CCOc1ccc(N(C(=O)CNC(=O)c2ccco2)C(C(=O)NC2CCCC2)c2ccco2)cc1 (stereo unspecified)	-4	?	1	7%	1%	4%	-9%
O=C(CCn1nc(-c2ccccc2)c2ccccc2c1=O)Nc1cccnc1	-3	51%[activator]	-8	9%	0%	0%	-10%
CS(=O)(=O)N(CC(=O)Nc1ccccc1C(=O)NCc1ccccc1)c1ccc2c(c1)OCCO2	6	.	7	?	5%	-2%	?
CN(C)S(=O)(=O)N1CCC(CO)(Cc2cccc(C(F)(F)F)c2)CC1	0	-25%	-9	0%	-3%	-3%	-22%
CCN(CC)CCCNC(=O)Cn1nc(-c2ccccc2)ccc1=O	-4	6%	-6	20%	0%	-26%	30%[activator]
O/N=C/c1cn(-c2ccc(Cl)cc2)nn1	37*	107%[activator]	49	9%	-5%	0%	134%[activator]
O=C(CCCOc1ccccc1)Nc1nncs1	4	9%	14	3%	2%	-17%	-12%
Fc1ccc(C2=CCN(C(c3ccc(Cl)cc3)c3nnnn3Cc3ccccc3)CC2)cc1 (stereo unspecified)	-2	-22%	-7	-22%	3%	2%	12µM*
Cc1c(N(C)C(=O)c2ccccc2F)c(=O)n(-c2ccccc2)n1C	-7	10%	-9	14%	2%	-2%	-1%
COc1ccc(-c2[nH]ncc2/C=N\NS(=O)(=O)c2ccc(Cl)cc2)cc1	-2	1%	-16	-19%	6%	0%	11%
COc1cc(C=O)ccc1OCC(=O)N1CCOCC1	-2	.	-13	1%	-3%	0%	5%
CC(C)(Cc1ccccc1)NC(=O)C(=O)c1cn(CC(=O)N2CCOCC2)c2ccccc12	8	?	-11	.	0%	-23%	2%
COC(=O)c1cccc(NC(=O)c2cc3ccccc3o2)c1	29*	22%	35*	-30%	-2%	-1%	9.3µM*
COc1cc(C=C2C(=O)OC(C)(C)OC2=O)ccc1OCC(=O)Nc1ccccc1	17*	?	95*	24%	-5%	-5%	56%[activator]
CN(C)CCOC(c1ccc(Cl)cc1)c1ccccn1 (stereo unspecified)	-1	?	-12	?	-8%	0%&-2%&3%	-26%&-12%
Cc1ccc(C)c(N(CC(=O)NCCSCc2ccco2)S(C)(=O)=O)c1	-1	?	27	1%	3%	-19%	?
CS(=O)(=O)N(CC(=O)NCC1CCCO1)Cc1ccc(Cl)cc1 (stereo unspecified)	-3	9%	-8	14%	5%	1%	0%
COc1ccc2nc(SCC(=O)/C(C#N)=C(\C)N)[nH]c2c1	47*	i	97*	2%	-4%	-8%	92%[activator]
NC(=O)c1nsc(C(=O)N(CC(=O)NCc2ccccc2)c2ccc(F)cc2)c1N	-4	?	11	0%	-4%	0%	7%
O=C(Nc1ccc(Cl)cc1)c1ccc(Br)cc1F	44*	138%[activator]	86*	-25%	-8%	4%	125%[activator]
COc1ccc2oc(=O)c(C(=O)NCc3ccccn3)cc2c1	30*	55%[activator]	25	4%	5%	-2%	13%
O=c1[nH]c2ccc(NC(=S)Nc3ccc(F)cc3)cc2[nH]1	-2	65%[activator]	2	1%	0%	-9%	15%
O=C1/C(=C\c2cc([N+](=O)[O-])ccc2O)SC(=S)N1Cc1ccc(Cl)cc1	-2	16%	-3	?	1%	-3%	?
C=CCNC(=O)Nc1ccc2nc(C)sc2c1	14	?	24	15%	9%	7%	62%[activator]
Cn1cc(S(=O)(=O)N2CCCC(C(=O)O)C2)cn1 (stereo unspecified)	1	17%	-5	25%	4%	-7%	-2%
CCCCn1ccnc1C(=O)c1ccc(S(=O)(=O)N2CCCC2)cc1	-2	1%	22	-6%	0%	4%	-20%
COCC(=O)Nc1cc(Cl)ccc1C	-3	?	-11	-3%	0%	-2%	2%
O=C(COC(=O)c1cc(S(=O)(=O)NCc2ccccc2)ccc1O)c1cc2ccccc2o1	-2	5%	-6	-4%	-10%	3%	3%
CC(C)[C@H](NC(=O)c1ccco1)C(=O)OCC(=O)N1CC(=O)Nc2ccccc21	-1	2%	20	12%	1%	6%	23%
CC(NCc1ccc2c(c1)OCO2)c1ccccc1 (stereo unspecified)	2	70%[activator]	0	21%	3%	-14%	16%
Cn1c(=O)cc(SCC(=O)NCCC2=CCCCC2)c2cc(Cl)ccc21	1	?	-5	-1%	5%	2%	23%
CCCCN(C)CCCNC(=O)CC1Oc2ccccc2NC1=O (stereo unspecified)	-5	-17%	-13	3%	-10%	-1%	25%
Cc1cc(Cl)c(S(=O)(=O)NCc2cccnc2)cc1OCC(N)=O	-4	.	-20	3%	0%	?	-8%
COC(=O)Cc1ccc(NC(=S)N2CCN(c3cccc(O)c3)CC2)cc1	-2	113%[activator]	-3	?	2%	-5%	?
COc1ccc(CN(C(=O)CN2C(=O)C(C)Oc3ccccc32)C2CCCC2)c(OC)c1 (stereo unspecified)	9	8.3µM*	-20	-5%	0%	1%	4.7µM*
O=c1cc(/N=C/c2coc3cc(Br)ccc3c2=O)[nH]c(=S)[nH]1	3	-2%	-9	-4%	8%	-1%	-9%
O=C(Nc1ccccc1C(=O)NC1CC1)c1ccccc1	.	50%[activator]	.	5%	.	-1%	0%
O=C(O)CCn1c(=O)[nH]c2ccccc2c1=O	-1	0%	-2	2%	5%	1%	28%
CCN(CC)S(=O)(=O)c1ccc(/C=C/C(=O)Nc2ccc(F)cc2F)cc1	32*	6.6µM*	64*	?	5%	7%	?
O=C(CSc1nc2cc(Cl)ccc2s1)NC1CCCc2ccccc21 (stereo unspecified)	-4	-8%	4	-20%	-2%	4%	-4%
O=C(COc1ccccc1)N1CCc2ccccc2C1	29*	.	39	-3%	-1%	2%	22%
COC(=O)Nc1nnc(/C=C/c2ccccc2)s1	12	34%[activator]	49*	8%	-4%	-4%	42%[activator]
Nc1nc(N2CCN(C(=O)c3ccco3)CC2)nc2ccccc12	28*	-6%	67*	-3%	0%	4%	?
COc1ccc(CN2CCN(Cc3ccccc3OC)CC2)cc1	-5	9%	-6	6%	-2%	6%	11%
Later entries:
SMILES	Cycloheximide cs	Pf growth 96h	Shiga toxin inh	HCV inhibitor	LmPK inh	TbPYK inhibitor	Pf growth 48h
CC(C)C(=O)NC(NC(=S)Nc1ccc(S(N)(=O)=O)cc1)C(Cl)(Cl)Cl (stereo unspecified)	-1	12%	4	0%	0%	-17%	?
CC(C(=O)N1CCN=C1c1ccccc1)N1C(=O)c2ccccc2C1=O (stereo unspecified)	-1	77%	-12	12%	-3%	-1%	44%[activator]
O=C(O)[C@H]1CCCC[C@H]1C(=O)Nc1cc([N+](=O)[O-])ccc1F	-3	?	21	3%	-4%	-1%	10%
O=C(N=C1SC2CS(=O)(=O)CC2N1Cc1ccc(F)cc1)C1CCCO1 (stereo unspecified)	-2	55%[activator]	18	9%	0%	7%	20%
CCOC(=O)Cc1ccc(NS(=O)(=O)c2ccc(SC)cc2)cc1	-1	13%	0	?	1%	-7%	2%
O=C(CNS(=O)(=O)c1ccccc1)NCC(=O)OCc1ccc(Cl)cc1	-3	4%	-1	2%	-3%	-8%	-6%
COc1ccccc1NC(=O)CCN1CCN(CCC(=O)Nc2ccccc2OC)CC1	0	0%	-18	.	1%	.	23%
COc1ccc(-n2nnnc2/C=C\Nc2ccccc2C(=O)c2ccccc2)cc1	1	8.3µM*	22	7.9µM*	2%	1%	?
Cc1ccc(C)c(OCC(=O)Nc2ccccc2N2CCCC2)c1	-3	?	14	-10%	3%	1%	?
Cn1c(=O)c2c(ncn2CC(=O)N2CCN(c3ccccc3)CC2)n(C)c1=O	8	.	12	11%	-2%	4%	3%
O=C(NCCc1ccc(Cl)cc1)c1ccc(CS(=O)Cc2ccc(Cl)cc2)o1 (stereo unspecified)	-1	?	11	?	-3%	0%	-4%
Cc1ccc(N/C(N)=N/c2nc(C)cc(C)n2)cc1	-3	33%[activator]	-11	10%	2%	-5%	?
Oc1c(/C=C/C=C/C=Nc2ccccc2)sc(=S)n1Cc1ccccc1	25*	2%	72*	4%	-19%	1%	-10%
O=C(NCC1CCCCC1)c1cccc(S(=O)(=O)NCc2cccnc2)c1	-2	-18%	-12	16%	3%	-3%	0%

Shown as a markdown table: part of the list above.
| Compound | Cycloheximide cs | Pf growth 96h | Shiga toxin inh | HCV inhibitor | LmPK inh | TbPYK inhibitor | Pf growth 48h |
| --- | --- | --- | --- | --- | --- | --- | --- |
| CC(C)C(=O)NC(NC(=S)Nc1ccc(S(N)(=O)=O)cc1)C(Cl)(Cl)Cl (stereo unspecified) | -1 | 12% | 4 | 0% | 0% | -17% | ? |
| CC(C(=O)N1CCN=C1c1ccccc1)N1C(=O)c2ccccc2C1=O (stereo unspecified) | -1 | 77% | -12 | 12% | -3% | -1% | 44%[activator] |
| CCOC(=O)Cc1ccc(NS(=O)(=O)c2ccc(SC)cc2)cc1 | -1 | 13% | 0 | ? | 1% | -7% | 2% |
| O=C(O)[C@H]1CCCC[C@H]1C(=O)Nc1cc([N+](=O)[O-])ccc1F | -3 | ? | 21 | 3% | -4% | -1% | 10% |
